Source: PubChem
LYP phosphatase = LYP phosphatase inhibitors, primary screen, biochemical, DiFMUP fluorescence, recombinant catalytic domain, 10 µM (AID 606); Tyrosine-protein phosphatase non-receptor type 22 (Homo sapiens); inhibition, % at 10 µM, or IC50 in µM where a hit was titrated; 52,000 tested, under 10 active; recombinant LYP catalytic domain, DiFMUP fluorescence; higher % means a stronger effect;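 active = IC50 under 40 µM in the dose-response test; inactive = IC50 of 40 µM or more, or never dose-tested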
HPDE-C7 cytotoxicity = cytotoxicity in HPDE-C7 cells, cell-based, fluorescence, HTS (AID 430); HPDE-C7 pancreatic duct cells viability, fluorescence; higher % means a stronger effect; cytotoxicity, % at 10 µM, or EC50 in µM where a hit was titrated; 63,000 tested, 1.8% active;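 note: cells exposed to compound for 48 hours before viability readout; 0% = vehicle and 100% = reference cytotoxic drug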
Bfl-1 displacement = Bfl-1 inhibitors, primary screen, biochemical, fluorescence polarization, FITC-Bid, mouse (AID 432); Bcl-2-related protein A1 (Mus musculus); FITC-Bid BH3 peptide fluorescence polarization displacement; higher % means a stronger effect; displacement, % at 20 µM, or IC50 in µM where a hit was titrated; 64,000 tested, 0.02% active; in the data active = a potency from the dose series; inactive = the rest, 99 in 100 with displacement below about 15%; note: strong numbers were not always called active
HT1080 viability = cytotoxicity in HT1080 fibrosarcoma cells, cell-based, fluorescence readout (AID 620). HT1080 viability, fluorescence; higher % means a stronger effect. cytotoxicity, % at 10 µM; hits with a dose series show EC50 in µM. 87,000 tested, 0.42% active;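 note: cells exposed to compound overnight then 4 h with Alamar Blue; 0% = vehicle DMSO and 100% = killing control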
HPDE-C7K KRASV12 = cytotoxicity in KRAS-transformed pancreatic duct cells, primary screen, cell-based, fluorescence, HTS (AID 431) | HPDE-C7K KRASV12 cells, Alamar Blue viability, 48 h; higher % means a stronger effect | cytotoxicity, % at 10 µM, or EC50 in µM where a hit was titrated | 63,000 tested, 1.7% active;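 active = compounds whose percent cytotoxicity in the single-dose primary screen, scaled between solvent and toxic-drug controls, exceeds 50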;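 note: 0% = DMSO solvent wells and 100% = doxorubicin-treated wells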
DPM-DC inhibit = S. pneumoniae DPM-DC inhibitors, primary screen, biochemical, PK/LDH-coupled NADH fluorescence; diphosphomevalonate decarboxylase (Streptococcus pneumoniae D39); purified DPM-DC; calls only at 10 µM; 65,000 tested, 0.49% active; AID 556, 2006;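 active = the 320 compounds with the highest percent inhibition in the single-dose primary screen, excluding strongly autofluorescent ones, cut at about 32% in these data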;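 note: kinetic rate of NADH fluorescence loss reporting ADP formed by the decarboxylase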
Spn MK inh = S. pneumoniae MK inhibitors, primary screen, biochemical, PK/LDH-coupled NADH absorbance | purified MK, PK/LDH-coupled NADH absorbance 340 nm | mevalonate kinase [Streptococcus pneumoniae D39] | inhibition, % at 10 µM | 65,000 tested, 0.48% active;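 active = ranked among the strongest by inhibition in the single 10 µM screen, a fixed top-ranked set picked for dose follow-up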; note: no value below 0 was filed
Spn PMK inh = S. pneumoniae PMK inhibitors, primary screen, biochemical, mevalonate pathway, pilot trial included. phosphomevalonate kinase (Streptococcus pneumoniae D39). purified PMK, PK/LDH-coupled NADH absorbance 340 nm. inhibition, % at 10 µM. 65,000 tested, 0.49% active. AID 539, 2006;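 active = top-ranked compounds by inhibition in the single 10 µM screen, taking a fixed number of the strongest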;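 note: 0% = full reaction with DMSO carrier and 100% = background rate without enzyme reaction; no value below 0 was filed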
Alkaline phosphatase = human TNAP enzyme inhibitors, biochemical, luminescent (AID 518) | purified TNAP enzyme, luminescent substrate readout; higher % means a stronger effect | 64,000 tested, 0.09% active | inhibition, % at 20 µM, or IC50 in µM where a hit was titrated | Alkaline phosphatase, tissue-nonspecific isozyme (Homo sapiens); in the data active = a potency from the dose series; inactive = the rest, 99 in 100 with inhibition below about 22%;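 note: plate controls were vehicle for no effect and reference inhibitor for full effect; many of its hits are not listed in these tables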
Spn PMK inh pilot replicates = recorded beside Spn PMK inh, whose call it bears; inhibition, %; measured here: pilot screen replicates
Spn MK inh pilot replicates = further read-out of Spn MK inh, marked with its call; inhibition, %; measured here: pilot screen replicates
DPM-DC inhibit pilot screen % = recorded beside DPM-DC inhibit, whose call it bears; inhibition, %; measured here: pilot screen trials
* marks the source's active call; other numbers are inactive results; i = inactive; . = not tested or not shown. Cut-off read from the data, not from the text of the source, unless noted: active = cytotoxicity above about 50%; inactive = the rest. Outcome played no part in choosing rows; 3.4% or so of the library scored in one or more.

SMILES | LYP phosphatase | HPDE-C7 cytotoxicity | Bfl-1 displacement | HT1080 viability | HPDE-C7K KRASV12 | DPM-DC inhibit | Spn MK inh | Spn PMK inh | Alkaline phosphatase | others
CCN1CCCC1CNC(=O)Cn1cnc2ccc(S(=O)(=O)N3CCC(C)CC3)cc2c1=O (stereo not drawn) | 2% | 7% | -2% | 6% | 8% | i | . | 8 | 10%
CCCCOC(=O)Nc1cc(C(=O)OC)ccc1C(=O)OC | -9% | 8% | -4% | 0% | 1% | i | 7 | 11 | 9%
COc1cccc(N2CC(C(=O)Nc3c(C)cccc3C)CC2=O)c1 (stereo not drawn) | -6% | -28% | 1% | -1% | -19% | i | 6 | 5 | 3%
N#C/C=C1\Sc2ccccc2C(=O)N1CC(=O)N1CCN(S(=O)(=O)c2ccccc2)CC1 | 7% | 8% | 5% | 3% | 5% | i | 0 | 18 | 5%
CCOC(=O)N1CCC(NC(=O)C2CCC(CNS(=O)(=O)c3ccc(OC)cc3)CC2)CC1 (stereo not drawn) | -1% | -7% | 2% | 14% | 0% | i | 11 | 5 | 6%
COc1ccc(-c2csc(N(CCCN(C)C)C(=O)c3cccs3)n2)cc1 | 1% | . | 4% | 2% | . | i | 8 | 11 | 10%
C/C(N)=C(/C#N)C(=O)CSc1n[nH]c(-c2ccccc2Br)n1 | -2% | 12% | -4% | -7% | -3% | i | 5 | 7 | 1.7µM*
CCOCc1nc(C)c(Cl)c(NS(=O)(=O)c2ccc(N)cc2)n1 | . | 1% | -5% | 4% | 11% | i | 7 | 4 | 7%
Cc1nn(C(=O)c2cc3sccc3[nH]2)c(C)c1C | 13% | -16% | -7% | 8% | 1% | i | 8 | 0 | 17% | Spn PMK inh pilot replicates=5.0;Spn MK inh pilot replicates=0.0;DPM-DC inhibit pilot screen %=5.0
Cc1c(C2N3CC4(C)CN2CC(C)(C3)C4=O)c2ccccc2n1C (stereo not drawn) | 0% | 4% | -9% | -5% | 4% | i | 5 | 0 | 8%
CCCN(CCO)Cc1cccc(Br)c1 | . | -6% | -4% | 3% | 0% | i | 37 | 0 | 14% | Spn PMK inh pilot replicates=5.5;Spn MK inh pilot replicates=1.0;DPM-DC inhibit pilot screen %=2.0
Cn1c(SCc2nc(-c3ccc(Cl)cc3)no2)nnc1-c1ccco1 | -7% | 13% | -3% | -7% | 5% | i | 3 | 0 | 10%

Three structures already listed, arranged by length of the SMILES, low to high.
SMILES | LYP phosphatase | HPDE-C7 cytotoxicity | Bfl-1 displacement | HT1080 viability | HPDE-C7K KRASV12 | DPM-DC inhibit | Spn MK inh | Spn PMK inh | Alkaline phosphatase | others
COc1cccc(N2CC(C(=O)Nc3c(C)cccc3C)CC2=O)c1 (stereo not drawn) | -6% | -28% | 1% | -1% | -19% | i | 6 | 5 | 3%
Cn1c(SCc2nc(-c3ccc(Cl)cc3)no2)nnc1-c1ccco1 | -7% | 13% | -3% | -7% | 5% | i | 3 | 0 | 10%
N#C/C=C1\Sc2ccccc2C(=O)N1CC(=O)N1CCN(S(=O)(=O)c2ccccc2)CC1 | 7% | 8% | 5% | 3% | 5% | i | 0 | 18 | 5%

More results.
SMILES | LYP phosphatase | HPDE-C7 cytotoxicity | Bfl-1 displacement | HT1080 viability | HPDE-C7K KRASV12 | DPM-DC inhibit | Spn MK inh | Spn PMK inh | Alkaline phosphatase | others
Cc1nnc(NC(=O)C(C)Sc2nncn2C)s1 (stereo not drawn) | . | -13% | -9% | 12% | -10% | i | 6 | 0 | 4%
CC(C)Cc1nc2oc3c(NCc4cccnc4)ncnc3c2c2c1CCC2 | 13% | 6% | -9% | -11% | -9% | i | 11 | 16 | 6%
O=C(O)C1CC(=O)N(CCc2c[nH]c3ccccc23)C1 (stereo not drawn) | 14% | -21% | 3% | 9% | -12% | i | 0 | 15 | 15%
CCOC(=O)c1cc2sccc2n1CC(=O)N1CCN(C(=O)c2ccco2)CC1 | . | -3% | -6% | 0% | -12% | i | 15 | 3 | 13%
O=C(c1nc(-c2ccccc2)n(-c2ccccc2)n1)N1CCCCCC1 | 11% | -2% | -9% | 4% | 6% | i | 2 | 12 | 6%
COc1ccc(N2CCN(C(c3cccs3)c3nnnn3C3CCCC3)CC2)cc1 (stereo not drawn) | . | -11% | 0% | -4% | 3% | i | 5 | 8 | 2% | Spn PMK inh pilot replicates=0.5;Spn MK inh pilot replicates=0.0;DPM-DC inhibit pilot screen %=0.0
O=C(CCN1CCCCCC1)Nc1ccc(F)cc1 | -20% | 6% | 10% | 6% | 21% | i | 8 | 9 | 2%
Cc1nn2c(N3CCN(C(=O)c4ccco4)CC3)cc(C(C)(C)C)nc2c1-c1ccccc1 | 6% | 76%* | -7% | -4% | 70%* | i | 0 | 0 | 4%
CC(C)Cc1c(O)nc(SCCN2CCOCC2)[nH]c1=O | . | . | -2% | 1% | . | i | 4 | 9 | 4%
C=CCNC(=O)Cn1nc(-c2ccccc2)ccc1=O | -1% | 3% | 3% | 3% | -1% | i | 0 | 19 | 14%
COc1cc(S(=O)(=O)N2CCOCC2)ccc1NC(=O)COC(=O)C12CC3CC(CC(C3)C1)C2 | 15% | 9% | -1% | -3% | 10% | i | 7 | 9 | 14% | Spn PMK inh pilot replicates=0.5;Spn MK inh pilot replicates=2.0;DPM-DC inhibit pilot screen %=0.0
O=C(NC1=NCCS1)c1csc2ccccc12 | . | 5% | -6% | 4% | 7% | i | 6 | 3 | 1%
N/C(=N\O)C1COc2ccccc2O1 (stereo not drawn) | . | -15% | 5% | -1% | -7% | i | 9 | 4 | 13%
CN(C(=O)c1cccs1)c1ccccc1C(=O)O | 2% | -6% | -6% | -4% | 5% | . | 5 | 10 | 6%
Cc1cc(NC(=O)c2cc(C3CC3)on2)n(-c2ccccc2)n1 | 18% | -5% | 0% | 1% | -5% | i | 7 | 3 | 6%
O=C(COc1ccccc1Cl)Nn1cnnc1 | . | -7% | 1% | 8% | -2% | i | 8 | 0 | 6%
O=C(CSc1ccc2nnc(-c3cccnc3)n2n1)N1CCOCC1 | 0% | 5% | -3% | . | 12% | i | 9 | 6 | 7%
COc1ccc(C2/C(=C(/O)c3ccc(C)cc3)C(=O)C(=O)N2C)cc1 (stereo not drawn) | 12% | -6% | 1% | -13% | -6% | i | 6 | 1 | 6%
COc1cccc2[nH]c3c(N4CCN(Cc5ccc6c(c5)OCO6)CC4)ncnc3c12 | 1% | 48% | 0% | 5% | 45% | . | 14 | 4 | -7%
Nc1ccc2oc(-c3cccc4ccccc34)nc2c1 | . | 1% | -3% | 1% | 10% | i | 8 | 4 | 18%
O=C(Nc1ccc(N2C(=O)C3C4C=CC(C4)C3C2=O)cc1)Nc1nncs1 (stereo not drawn) | -6% | -12% | -7% | 5% | -17% | i | 1 | 13 | 6% | Spn PMK inh pilot replicates=0.0;Spn MK inh pilot replicates=0.0;DPM-DC inhibit pilot screen %=0.5
CCc1ccccc1N1CC(C(=O)O)CC1=O (stereo not drawn) | -5% | 8% | 4% | -2% | 4% | i | 1 | 0 | -5%
CCCc1cc(C(=O)NCc2ccc(OC)cc2)no1 | 3% | -13% | 2% | -1% | -9% | i | 1 | 1 | 9%
O=C(NCc1ccco1)c1cccc2c1C(=O)N(C1CCCCC1)C2 | . | -6% | 0% | -3% | -12% | i | 8 | 18 | 1%
CC1(C)CC(=O)C2=C(C1)OC(N)=C(C#N)C2C1C=CCCC1 (stereo not drawn) | 2% | -3% | 2% | 8% | 1% | i | 3 | 5 | 11%
O=c1cc(-c2ccc(Cl)c(Cl)c2)[nH][nH]1 | 15% | 15% | -4% | 8% | 14% | i | 4 | 2 | 1%
Cc1cc(C)c2c(n1)nn1c(N3CCN(c4cccc(Cl)c4)CC3)cc(C)nc21 | 12% | -10% | 3% | 5% | 5% | i | 7 | 9 | 8% | Spn PMK inh pilot replicates=2.5;Spn MK inh pilot replicates=0.0;DPM-DC inhibit pilot screen %=23
COc1ccc(CN2C(=O)c3cccnc3C2Nc2cc(Cl)c(OC)cc2OC)cc1 (stereo not drawn) | 0% | 4% | -4% | 4% | 10% | i | 57* | 15 | 10%
CCC1CC2(C)NC(=O)c3c(sc4c3CC(C)(C)OC4)N2C1=O (stereo not drawn) | . | -1% | 1% | 0% | -16% | . | 5 | 3 | 7%
CCCN(CCC(=O)Nc1ccccc1F)CC1CC1 | . | -4% | -3% | -7% | 3% | i | 4 | 6 | 7%
Cc1ccc(N(C(=O)c2ccc(S(=O)(=O)N3CCOCC3)cc2)C2C=CS(=O)(=O)C2)cc1 (stereo not drawn) | -6% | -14% | -6% | 6% | -2% | i | 7 | 16 | 3%
C=CCn1c(SCn2nnc3ccccc3c2=O)nnc1C1CCCCC1 | 3% | -3% | -3% | -4% | -4% | i | 7 | 2 | 11%
O=C(O)COc1cccc2nsnc12 | 3% | -22% | -2% | -14% | -26% | i | 10 | 13 | 10%
CC(=O)Nc1cc2c(cc1C(=O)c1ccc(C)cc1)OCCO2 | 2% | -3% | 1% | 1% | 1% | i | 0 | 0 | 8%

Sorted by SMILES length (descending): 9 of the compounds above
SMILES | LYP phosphatase | HPDE-C7 cytotoxicity | Bfl-1 displacement | HT1080 viability | HPDE-C7K KRASV12 | DPM-DC inhibit | Spn MK inh | Spn PMK inh | Alkaline phosphatase | others
CCOC(=O)c1cc2sccc2n1CC(=O)N1CCN(C(=O)c2ccco2)CC1 | . | -3% | -6% | 0% | -12% | i | 15 | 3 | 13%
CC1(C)CC(=O)C2=C(C1)OC(N)=C(C#N)C2C1C=CCCC1 (stereo not drawn) | 2% | -3% | 2% | 8% | 1% | i | 3 | 5 | 11%
CC(C)Cc1nc2oc3c(NCc4cccnc4)ncnc3c2c2c1CCC2 | 13% | 6% | -9% | -11% | -9% | i | 11 | 16 | 6%
COc1cccc(N2CC(C(=O)Nc3c(C)cccc3C)CC2=O)c1 (stereo not drawn) | -6% | -28% | 1% | -1% | -19% | i | 6 | 5 | 3%
O=C(CSc1ccc2nnc(-c3cccnc3)n2n1)N1CCOCC1 | 0% | 5% | -3% | . | 12% | i | 9 | 6 | 7%
O=C(O)C1CC(=O)N(CCc2c[nH]c3ccccc23)C1 (stereo not drawn) | 14% | -21% | 3% | 9% | -12% | i | 0 | 15 | 15%
O=c1cc(-c2ccc(Cl)c(Cl)c2)[nH][nH]1 | 15% | 15% | -4% | 8% | 14% | i | 4 | 2 | 1%
C=CCNC(=O)Cn1nc(-c2ccccc2)ccc1=O | -1% | 3% | 3% | 3% | -1% | i | 0 | 19 | 14%
N/C(=N\O)C1COc2ccccc2O1 (stereo not drawn) | . | -15% | 5% | -1% | -7% | i | 9 | 4 | 13%
